Screening results from PubChem.
ERa coact inh: ERα–SRC-1 coactivator interaction inhibitors, primary screen, biochemical, TR-FRET, ERα LBD, estradiol-bound; hit rate 1.7% among 86,000; TR-FRET ER-alpha LBD / SRC-1 peptide; AID 629, 2007; Estrogen receptor (Homo sapiens), P03372; inhibition, % at 25.6 µM; in the data active means inhibition above about 50%;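 further: 0% = receptor plus peptide control and 100% = peptide only without receptor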
TNFa cytotox: cytotoxicity in TNFa-stimulated HUVEC, primary screen, cytotoxicity control for VCAM1 expression modulator project, imaging, Hoechst nuclei count. HUVEC TNFalpha-stimulated, Hoechst cell count. cell count reduction, % at 2 µM. AID 848, 2007. hit rate 0.17% among 93,000;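 active means cell count reduction exceeding the screen mean by over 5 SD, scaled to untreated wells per plate, cut at about 78% in these data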;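 further: cells counted after 24 h of TNF alpha exposure following the 1 h pretreatment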
LYP inh 2: PTPN22 phosphatase inhibitors, primary screen, biochemical, DiFMUP fluorescence, 2 µM; AID 640, 2007; hit rate 0.21% among 96,000; recombinant LYP catalytic domain; Tyrosine-protein phosphatase non-receptor type 22 (Homo sapiens), Q9Y2R2; inhibition, % at 2 µM;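 active means inhibition at 2 µM at or above a set limit, the screen mean plus 3 SD, cut at about 24% in these data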;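 further: 0% = DMSO with enzyme and 100% = enzyme fully blocked by orthovanadate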
VCAM1 TNFa inh: inhibitors of TNFa-induced VCAM1 expression, primary screen, imaging, HUVEC, TNFa stimulus, immunofluorescence; HUVEC TNFa-induced VCAM-1 immunofluorescence, high-content imaging; inhibition, % at 2 µM; hit rate 0.48% among 95,000; AID 802, 2007;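 active means inhibition above the batch mean plus 3 SD, with images confirmed as a hit by eye, cut at about 37% in these data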;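 further: 0% = TNF-stimulated DMSO wells and 100% = unstimulated control wells; not every result past the cut was called active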
PTK2B oligo ant: antagonists of Pyk2 self-association, primary screen, Q293 cells, FERM NanoBiT luminescence, HTS. Protein-tyrosine kinase 2-beta (Homo sapiens), Q14289. active compounds read low. z-score (the deposit names both 25 µM and 10 µM). hit rate 0.83% among 99,000. AID 1347419, 2020;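 active means Z-score of -3 or lower, scaled per plate to the spread of control and sample wells; inactive means z-score above -3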;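 further: negative z-score means lost luminescence so less FERM oligomerization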
HUVEC tox IL1B: cytotoxicity in IL-1B stimulated HUVEC, primary screen, cytotoxicity control for IL-1B NFkB translocation project, imaging, Hoechst nuclear count, IL-1B stimulus | HUVEC cell count loss | cell count reduction, % at 2 µM | hit rate 0.41% among 94,000;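 active means cell count reduction more than 3 SD above the screen-wide mean, cut at about 70% in these data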;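 further: normalized per plate to untreated control cells as the no-loss baseline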
LYP act: LYP phosphatase activators, primary screen, biochemical, DiFMUP fluorescence, 2 µM. AID 697, 2007. recombinant LYP; 0 = plate median, 100 = signal doubled. hit rate 0.11% among 96,000. activation, % at 2 µM;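 active means activation at 2 µM above a set limit, the mean plus 5 SD, cut at about 37% in these data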
cytoskel mod: modifiers of F-actin cytoskeleton organization, primary screen, imaging, HUVEC, phalloidin staining, high-content imaging. hit rate 0.18% among 91,000. HUVEC TNFa F-actin phalloidin imaging. inhibition, % at 2 µM;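 active means inhibition above the batch mean plus 3 SD and confirmed as a hit by visual image inspection, cut at about 30% in these data, passing the limit was not always enough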; further: strong numbers were not always called active
FAK inh: FAK kinase inhibitors, primary screen, biochemical | Focal adhesion kinase 1 (Homo sapiens), Q05397 | biochemical FAK kinase activity assay | inhibition, %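 (tested at 7 µM)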 | hit rate 0.84% among 97,000; in the data active means inhibition above about 19%;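 further: 0% = DMSO and 100% = reference compound high control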
Target sequence (Q05397 whole entry, looked up): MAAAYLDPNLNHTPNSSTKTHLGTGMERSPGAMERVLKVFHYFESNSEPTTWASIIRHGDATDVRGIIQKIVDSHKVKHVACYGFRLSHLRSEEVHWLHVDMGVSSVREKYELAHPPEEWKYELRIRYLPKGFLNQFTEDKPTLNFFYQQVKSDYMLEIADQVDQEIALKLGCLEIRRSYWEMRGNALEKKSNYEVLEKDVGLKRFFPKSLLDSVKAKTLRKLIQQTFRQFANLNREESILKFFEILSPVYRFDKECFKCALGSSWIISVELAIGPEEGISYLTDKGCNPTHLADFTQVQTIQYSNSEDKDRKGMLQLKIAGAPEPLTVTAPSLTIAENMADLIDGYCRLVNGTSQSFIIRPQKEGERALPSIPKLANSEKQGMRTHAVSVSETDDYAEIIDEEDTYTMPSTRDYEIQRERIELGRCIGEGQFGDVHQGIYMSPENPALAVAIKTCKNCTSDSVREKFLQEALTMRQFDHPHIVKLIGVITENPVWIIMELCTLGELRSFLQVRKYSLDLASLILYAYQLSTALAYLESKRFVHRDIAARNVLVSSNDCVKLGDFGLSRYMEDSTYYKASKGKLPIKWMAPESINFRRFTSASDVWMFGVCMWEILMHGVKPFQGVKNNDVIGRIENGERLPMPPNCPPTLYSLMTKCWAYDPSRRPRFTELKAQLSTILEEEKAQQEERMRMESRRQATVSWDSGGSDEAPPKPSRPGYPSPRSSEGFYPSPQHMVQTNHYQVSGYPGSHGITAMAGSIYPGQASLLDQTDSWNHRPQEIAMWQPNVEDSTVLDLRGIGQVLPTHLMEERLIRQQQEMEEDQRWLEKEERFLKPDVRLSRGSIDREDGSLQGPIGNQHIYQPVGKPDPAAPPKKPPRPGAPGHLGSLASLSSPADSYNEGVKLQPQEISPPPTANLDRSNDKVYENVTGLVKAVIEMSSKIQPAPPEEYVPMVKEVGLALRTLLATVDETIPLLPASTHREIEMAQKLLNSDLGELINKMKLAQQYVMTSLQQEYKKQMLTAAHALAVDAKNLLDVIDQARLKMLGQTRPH
* hit, by the source's call; / = no result given; [ ] = dose if it differs, or a comment.

Compound	ERa coact inh	TNFa cytotox	LYP inh 2	VCAM1 TNFa inh	PTK2B oligo ant	HUVEC tox IL1B	LYP act	cytoskel mod	FAK inh
O=C(O)CC(c1cccc2ccccc12)n1cccc1 (configuration not stated)	11	-30	12	21	0.13	4	-10	21	-4
Cc1nn(C)c(C)c1/C=C1/SC(=S)NC1=O	/	4	-3	5	1.6	6	6	-14	-1
COc1ccc(N/C(=C(/C(Cl)=C(Cl)Cl)[N+](=O)[O-])n2nnc3ccccc32)cc1	3	-6	-9	23	/	-13	10	/	-2
Cc1nc(SCC(=O)Nc2ccc(C)c(F)c2)c2oc3ccccc3c2n1	-35[fluorescence artefact?]	-14	-2	11	0.75	-50	0	-6	-82
COc1ccc(C2CC(=O)c3c(C)nc(N4CCN(c5ccccc5)CC4)nc3C2)cc1 (configuration not stated)	/	3	8	5	0.94	16	-11	-21	-2
Cc1ccc(C(=O)c2c[nH]c(C(=O)NCCCN3CCOCC3)c2)cc1	/	-13	8	6	1.5	4	-5	-21	1
CCOC(=O)COc1ccccc1C1Nc2ccccc2C(=O)N1c1cccc(Cl)c1 (configuration not stated)	/	2	2	18	-0.49	-10	-4	12	-2
CCOC(=O)C1=C(c2ccccc2)N=C2SCC(=O)N2C1c1ccc(O)c(OC)c1 (configuration not stated)	0	-2	-7	8	-0.46	-68	6	-2	2
COc1cc(C(=O)OCC(=O)c2c[nH]c3ccccc23)ccc1OCC(=O)N1CCOCC1	46	-2	-1	-26	-0.35	46	4	-3	3
O=C(c1ccccc1)n1nc(-c2ccccc2)nc1NCc1ccco1	0	-3	6	-5	/	-41	-7	-5	-8
CCCCn1c(=O)c2c(O)cc(=O)oc2c2ccccc21	/	-15	-3	-2	-0.2	2	0	1	-10
O=S(=O)(NC1CCCCC1)c1ccc(Cl)s1	-3	6	8	16	-0.78	-43	-11	-3	-1
COc1ccc(NC(=O)CCN2CCN(S(=O)(=O)c3cc(Cl)ccc3Cl)CC2)cc1	-4	-11	1	8	-0.22	9	1	/	2
Cc1ccc(NC(=O)Nc2ccccc2C(=O)NCc2ccccc2)cc1	-2	-5	5	-18	-1.4	-19	-6	7	3
CCCC(=O)Nc1cc(-c2nn(C)c(=O)c3ccccc23)ccc1N1CCOCC1	-3	-2	-3	1	0.68	-32	1	3	1
CC(/C=N/NC(=O)c1ccc(Br)cc1)=C\c1ccccc1	20	-3	0	17	-0.27	15	0	1	9
COc1ccc(CNc2cc(C)nc3ncnn23)c(OC)c1	-1	-25	-2	-2	-0.47	-3	2	-16	-2
COc1ccc(Cl)cc1NC(=O)C1CCCO1 (configuration not stated)	-2	10	-12	11	-0.34	-17	12	17	0
CCN(c1ccccc1)S(=O)(=O)c1ccc(F)cc1	-4	-17	-5	-1	-0.01	-3	8	19	-4
NC(=S)N/N=C/c1ccc(-c2cc(Cl)cc(Cl)c2)o1	10	10	6	4	-1.9	25	-6	-2	1
COc1ccc(N(CC(=O)NCc2ccco2)S(C)(=O)=O)cc1	-7	-9	-3	-6	1.3	-24	2	26	-10
CCCCCC(=O)N1CC2(CC(c3cccc(NC(=O)c4ccccc4)c3)=NO2)C[C@@H]1C(N)=O (some centres not stated)	/	15	-1	4	/	-3	4	-5	2
COc1ccc(-c2ccc(-c3nnc(-c4cc(OC)ccc4OC)o3)cc2)cc1	6	-34	2	0	0.5	-15	-1	6	0
O=C(Nc1nccs1)c1ccc(Cl)c(S(=O)(=O)N2CCCCC2)c1	0	-25	6	5	-1.2	-16	-3	-16	-3
Cc1nc2ccccc2c2oc(C(=O)NC3CC3)cc12	-10	23	-3	-5	/	28	1	0	5
O=C(CN1CCCCCC1=O)OCc1ncc(-c2ccccc2)o1	-6[fluorescence artefact?]	70	-8	90*	0.4	31	5	-34	4
CCOC(=O)C1=C(C)Nc2nnnn2C1c1c[nH]c2ccccc12 (configuration not stated)	/	-46	1	8	/	15	0	22	3
CC(C)OC(=O)c1ccc(NC(=O)C2C3CC4OC(=O)C2C4C3)cc1 (configuration not stated)	0	-14	8	10	-0.32	47	-6	-2	0
N=C1C(c2nc3ccccc3s2)=C(O)CN1Cc1ccccc1	7	-20	2	-13	-1.3	-28	-2	-16	-2
COc1ccc2c(c1OC)CCC2=O	-8[fluorescence artefact?]	12	-8	-13	-0.28	37	0	0	1
COC(=O)C(/C=N/OCc1ccc([N+](=O)[O-])cc1)NC(=O)c1cccc(Cl)c1 (configuration not stated)	24	-16	-17	21	3.3	-11	17	-15	2
Cc1ccc(C(NC(=O)N2CCOCC2)=C(Cl)Cl)cc1F	-10	-12	-5	54	0.48	-16	3	-12	-1
CNS(=O)(=O)c1cc(OC)ccc1OC	-5	-29	14	9	0.02	0	-14	28	1
c1ccc(-c2cccc(-c3ccccn3)n2)nc1	-4	-11	-23	-1	0.46	2	20	-20	1
COc1cc(OC)cc(-c2nc3nc(C)c(CCC(=O)NCc4ccco4)c(C)n3n2)c1	-7	-8	1	-5	-0.68	-24	-2	26	-6
Cc1nc(NC(=O)c2ccccc2)sc1-c1csc(Nc2ccc(F)cc2)n1	/	-21	0	12	/	9	4	23	-2
Cc1cc(=S)cc(C)n1CCCO	-4	-31	6	12	1.1	-21	-8	0	-2
CC(C)(C)N1C(=O)c2ccc(C(=O)NCc3ccco3)cc2C1=O	0	16	0	-7	-0.38	9	-4	-12	-3
Cc1nonc1NCn1nnc2ccccc21	-1	6	-16	0	-0.41	3	18	8	1
CC1CCc2nc(NC(=O)c3ccc(S(=O)(=O)N4CCCc5ccccc54)cc3)sc2C1 (configuration not stated)	/	/	10	-14	-0.38	20	-6	-16	6
CC1(C)CC(=O)c2sc(NC(=O)CN3CCOCC3)nc2C1	4	/	7	/	0.26	-29	-8	/	-2
N#Cc1ccccc1NC(=O)CSc1nnc(-c2ccc(F)cc2)n1-c1ccccc1	-4	-6	0	-9	-0.51	-119	-1	-9	0
Cc1nn(-c2ccccc2)c(C)c1/C=N/NC(=O)c1cc(-c2ccc(Cl)s2)[nH]n1	/	6	2	11	-2.2	8	1	-8	6
c1ccc(C(c2nnnn2Cc2ccco2)N2CCN(c3nc4ccccc4s3)CC2)cc1 (configuration not stated)	2	5	-1	4	-2	8	1	2	-1
O=C(Cn1cc(C(=O)COc2ccccc2)c2ccccc21)NCc1ccco1	23	21	-4	-17	-0.21	3	2	-5	4
COc1c(F)c(F)c(C(=O)O)c(Nc2ccccc2)c1F	-1	6	0	0	0.65	-41	5	-2	-2
Cc1csc(NC(=O)CN2C(=O)C3CC=CCC3C2=O)n1 (configuration not stated)	14	-38	-3	12	-0.82	-6	4	-8	-1
CC(C)CCOC(=O)C1[C@H]2C(=O)N(Cc3cccs3)C[C@]23C=C[C@H]1O3 (some centres not stated)	6[fluorescence artefact?]	-29	-10	-4	1.1	-37	7	-14	-1
CCOC(=O)/C=C1\CC(=O)Nc2cc(C)c(C)cc2N1	6	-20	9	-6	0.05	-13	-9	0	4
COc1ccc(N=C2S/C(=C\c3ccc(N4CCOCC4)o3)C(=O)N2CCc2c[nH]c3ccccc23)cc1	/	12	16	2	-2.4	8	-14	-7	0
CCn1c(CNc2ccc(F)cc2)nnc1SCC(=O)Nc1ccccc1OC	-7	-23	0	5	0.29	-22	-1	33	0
CN(C)S(=O)(=O)c1cccc(N=c2scc(-c3ccc4c(c3)NC(=O)CO4)n2CC2CCCO2)c1 (configuration not stated)	-3	-18	6	-4	0.73	-14	-7	-3	-4
Cc1ccc2cccc(NC(=S)NC(=O)c3ccn(C)n3)c2n1	16[fluorescence artefact?]	-20	6	22	-1.1	17	-6	1	0
Cc1cc(C)c2nc(N3CCC(C(=O)NCCCN4CCCCC4)CC3)sc2c1	-11	9	-6	14	-0.19	12	7	2	2
COc1cccc(C(=O)Nc2ccc(F)c(F)c2F)c1	-9	-7	-7	3	0.94	-8	10	20	2
O=C(CCCn1c(=S)[nH]c2cc3c(cc2c1=O)OCO3)N1CCN(C2CCCCC2)CC1	/	-18	0	9	0.4	-22	5	-24	-6
CCOC(=O)c1nnn(-c2nonc2-n2cccc2)c1CN1CCC(C(=O)OCC)CC1	-9	6	5	18	-0.93	8	-2	-9	-4
CCN(CC)C(=O)COC(=O)c1cc(-c2ccc(OC)cc2)nc2ccccc12	5[fluorescence artefact?]	-7	6	9	-1.9	-26	-4	-6	-1
COCC(C)n1c(C)cc(C(=O)CSc2nnc(Nc3ccccc3F)s2)c1C (configuration not stated)	-2	-4	-9	10	0.31	3	11	17	-6
Cc1noc(C)c1C(=O)Nc1sc(C)c(C)c1C#N	-2	-14	4	8	-0.53	-19	-3	2	1

(list continues)
Compound	ERa coact inh	TNFa cytotox	LYP inh 2	VCAM1 TNFa inh	PTK2B oligo ant	HUVEC tox IL1B	LYP act	cytoskel mod	FAK inh
COc1ccc(C2Nc3ccccc3C(=O)N2Cc2ccco2)cc1CN1C(=O)c2ccccc2C1=O (configuration not stated)	9	-21	10	8	-1.9	9	-11	28	2
CC(=O)c1cc(C#N)c(SCCC(C)C)nc1C	9	0	-6	8	-0.38	12	5	-3	-2
CCCc1cc(=O)[nH]c(SCC(=O)N(C)C2CCS(=O)(=O)C2)n1 (configuration not stated)	2	-3	-8	16	0.21	-16	7	-13	-4
O=C(Nc1ccnc(-c2cccnc2)n1)c1ccc(Cl)cc1	/	-6	-13	0	1.8	2	18	18	-6
CC(C)C(=O)c1cc2c(cc1NC(=O)c1ccccc1)OCCO2	6	-2	-2	1	-0.71	-12	6	-14	0
c1cncc(-c2noc(-c3ccco3)n2)c1	11	-21	-2	3	0.39	-10	1	-11	-1
CCCCOC(=O)c1c(C)oc2ccc(NS(=O)(=O)c3ccc4c5c(cccc35)C(=O)N4)cc12	45[fluorescence artefact?]	-6	11	3	-2.1	-16	-10	10	5
CC1=C(C(=O)OCCOC(C)C)C(c2cc3c(cc2Br)OCO3)C2=C(CCCC2=O)N1 (configuration not stated)	-5	/	6	/	-0.39	-14	-2	/	2
COC(=O)c1cccc(NC(=O)CCCOc2cccc(C)c2)c1	-3	2	0	-10	5	-8	2	14	0
Cc1ccc(S(=O)(=O)N2CCCC2C(=O)OCC(=O)Nc2ccc3c(c2)OCO3)cc1 (configuration not stated)	13	34	-3	36	1.4	1	3	-8	-2
COc1cc(Cl)c(S(=O)(=O)NCc2ccccn2)cc1Cl	11	-2	-7	1	-0.03	-5	8	5	-2
Nc1c(-c2cccs2)cnn1-c1nc(-c2ccc(F)cc2)cs1	/	5	-2	29	0.73	42	6	8	-4
CCC(=O)N[C@@H]1CC(C(C)(C)NC(=O)CC)CC=C1C (some centres not stated)	-1	18	0	-2	1.1	18	-2	-11	4
Cc1occc1C(=O)NNC(=O)Cc1ccccc1	/	5	-10	6	0.79	5	12	/	-3

Quoted from the listing.
HUVEC tox IL1B result of `CCOC(=O)C1=C(c2ccccc2)N=C2SCC(=O)N2C1c1ccc(O)c(OC)c1` (configuration not stated) = -68
HUVEC tox IL1B result of `Cc1occc1C(=O)NNC(=O)Cc1ccccc1` = 5
